# sEH activator – soluble epoxide hydrolase (human) activation. P34913. purified human sEH enzymatic activity, activator screen. activation, % at 2 µM. hit rate 0.04% among 91,000. AID 717; in the data active means activation above about 37%; further: values of inactives mirror those of a sister screen read the other way
# E coli WT exp – E. coli BW25113 growth inhibition, expanded screen. AID 710. growth inhibition, % at 100 µM. OD600 absorbance. hit rate 0.15% among 98,000;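 active means growth inhibition above about 50% at one test dose, limit read from the data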;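 further: growth measured after 20 h incubation at 37 °C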
# PostGolgi yeast – growth inhibition of a yeast mutant, post-Golgi transport screen | inhibition, % at 10 µM | post-Golgi transport phenotypic cell assay | hit rate 0.9% among 98,000;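 further: yeast cells grown in 1536-well plates; yeast grown about 18 h at 30C before absorbance read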
# PLAP act – activates human placental alkaline phosphatase. activation fold at 20 µM. hit rate 1.2% among 96,000. P05187. AID 696. purified PLAP enzyme, luminescent substrate read-out; hits give high values; in the data active means activation fold above about 2
# PostGolgi ctrl – inhibits growth of the yeast control strain; AID 738; hit rate 5% among 98,000; inhibition, % at 10 µM; efflux-deficient yeast background strain, growth absorbance A615, 16 h
# sEH inh – blocks human soluble epoxide hydrolase activity; P34913; recombinant human sEH enzymatic activity assay; inhibition, % at 2 µM; hit rate 0.34% among 91,000; AID 707; in the data active means inhibition above about 80%; further: values of inactives mirror those of a sister screen read the other way; many of its hits are not listed in these tables
# CD11b adhes inh – blocks human CD11b/CD18 adhesion to fibrinogen; P05107+P11215; K562 CD11b/CD18 adhesion to fibrinogen, ATPlite luminescence; Mn2+ added to activate the integrin; inhibition, % at 10 µM; hit rate 0.54% among 93,000; AID 1497;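 active means primary inhibition of 50% or more at 10 µM, then 40% or more on retest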; further: some results filed as inactive read as strong as hits
# Target sequence (P05107 whole entry, looked up, other chains not shown): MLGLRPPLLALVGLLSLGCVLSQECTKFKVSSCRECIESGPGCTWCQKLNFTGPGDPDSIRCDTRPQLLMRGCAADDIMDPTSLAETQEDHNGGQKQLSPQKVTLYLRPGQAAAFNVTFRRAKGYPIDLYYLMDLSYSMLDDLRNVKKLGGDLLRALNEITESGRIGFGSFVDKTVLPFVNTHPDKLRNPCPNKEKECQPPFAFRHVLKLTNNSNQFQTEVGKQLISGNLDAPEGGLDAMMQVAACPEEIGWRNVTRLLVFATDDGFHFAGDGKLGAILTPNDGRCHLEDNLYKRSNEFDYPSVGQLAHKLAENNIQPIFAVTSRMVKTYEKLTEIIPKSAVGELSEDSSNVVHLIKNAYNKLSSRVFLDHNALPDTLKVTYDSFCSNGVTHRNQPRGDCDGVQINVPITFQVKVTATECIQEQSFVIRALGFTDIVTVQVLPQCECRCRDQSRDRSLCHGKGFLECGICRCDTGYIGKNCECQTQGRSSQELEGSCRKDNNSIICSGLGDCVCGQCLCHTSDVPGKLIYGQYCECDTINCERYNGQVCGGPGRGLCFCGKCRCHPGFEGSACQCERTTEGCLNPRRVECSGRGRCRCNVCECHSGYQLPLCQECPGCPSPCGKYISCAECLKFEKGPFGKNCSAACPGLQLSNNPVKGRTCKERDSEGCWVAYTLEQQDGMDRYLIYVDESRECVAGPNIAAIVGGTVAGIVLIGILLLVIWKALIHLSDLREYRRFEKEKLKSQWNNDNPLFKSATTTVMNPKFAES
# S1P2 blocker – antagonists of human S1P2 receptor; inhibition, % at 5 µM; O95136; AID 736; hit rate 0.21% among 97,000; cell-based S1P2 antagonist assay, inhibition at 5 uM; in the data active means inhibition above about 45%;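 further: CRE beta-lactamase reporter cells expressing human S1P2 stimulated with S1P; 0% = agonist at EC80 alone and 100% = agonist plus reference antagonist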
# Target sequence (O95136 whole entry, looked up): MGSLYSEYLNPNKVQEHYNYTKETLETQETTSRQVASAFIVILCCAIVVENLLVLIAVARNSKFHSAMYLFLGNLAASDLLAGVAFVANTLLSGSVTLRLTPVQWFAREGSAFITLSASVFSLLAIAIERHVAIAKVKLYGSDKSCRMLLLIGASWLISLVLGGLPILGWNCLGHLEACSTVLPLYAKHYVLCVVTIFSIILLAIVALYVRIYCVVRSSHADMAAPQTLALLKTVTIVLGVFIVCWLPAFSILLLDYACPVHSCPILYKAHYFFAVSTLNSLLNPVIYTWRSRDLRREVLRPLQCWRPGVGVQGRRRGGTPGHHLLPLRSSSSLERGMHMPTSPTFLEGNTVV
# S1P2 agonist – agonists of human S1P2 receptor | AID 729 | S1P2-expressing cell line, agonist reporter read-out | O95136 | hit rate 0.46% among 97,000 | activation, % at 4.5 µM; in the data active means activation above about 16%;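 further: 0% = vehicle low control and 100% = maximal reference agonist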
# * marks the source's active call; other numbers are inactive results; / = not tested or not shown. Unless noted, no stated cut-off is given here; in the data, active means inhibition above about 30%; inactive means the rest.
No.	SMILES	CD11b adhes inh	sEH inh	PostGolgi ctrl	PLAP act	S1P2 agonist
1	COc1cc(Cl)c(C)cc1NC(=O)COc1ccccc1[N+](=O)[O-]	/	-3	1	0.9	-4
2	CC1CCc2nn(CC(=O)NCc3ccc(F)cc3)cc2C1 (stereo not drawn)	-7	-1	5	0.9	-4
3	Cc1c(NC(=O)NCCN2C(=O)C3C4C=CC(C4)C3C2=O)c(=O)n(-c2ccccc2)n1C (stereo not drawn)	-14	/	1	1.3	-5
4	CCOC(=O)c1nc2cc3n(c(CC(C)C)c-2c1C)CC(C)=C3C	/	1	/	/	-1
5	CC(C)(C)c1ccc(S(=O)(=O)CC(O)CSc2nc3c(cc2C#N)CCCC3)cc1 (stereo not drawn)	/	-5	25	0.9	3
6	COCCC(=O)NC12CC3CC(CC(C3)C1)C2	3	22	35*	1	-4
7	CC1(C)NC(=O)N(CN2C(=O)NC(C)(C)C2=O)C1=O	-29	0	1	0.8	-4
8	COc1ccccc1NC(=O)C(C/C=C(/C)Cl)C(C)=O (stereo not drawn)	/	8	/	/	-6
9	C=CCNS(=O)(=O)c1cccc2cc(C(=O)O)c(O)cc12	/	/	7	1.3	-4
10	CC1(C)CC(=O)C(C=NCCCO)=C(O)C1	-6	-9	-9	0.8	-9

No.	PostGolgi yeast	sEH activator	S1P2 blocker	E coli WT exp
1	4	2	16	-5
2	6	1	4	-2
3	-22	/	-13	4
4	/	4	-20	/
5	10	5	10	-10
6	-7	-19	-2	9
7	-5	2	-2	2
8	/	-5	5	/
9	1	/	6	-4
10	15	11	-11	-5

# Other results follow:
No.	SMILES	CD11b adhes inh	sEH inh	PostGolgi ctrl	PLAP act	S1P2 agonist
11	Cc1nc2cc(N3CCCCC3)c(NC(=O)c3ccncc3)cc2c(=O)n1Cc1ccc(Cl)cc1	18	-7	-23	1.4	-2
12	O=C(O)c1cn(-c2ccccc2)nc1-c1ccncc1	1	1	-2	0.9	-2
13	N#Cc1nc(COc2ccc(Cl)cc2)oc1N1CCCCCC1	6	/	45*	0.9	-4
14	COc1cccc(NC(=O)CNC(C)CCC(C)C)c1 (stereo not drawn)	-8	-16	6	1.4	-2
15	CN1C(=O)Cc2cc(S(=O)(=O)N3CCOCC3)ccc21	19	6	51*	1.6	-8
16	CCOC(=O)c1nnn(-c2nonc2N)c1-c1ccc(C)cc1	/	-11	15	1.1	-1
17	CCN1C(=O)/C(=C/N2CCc3ccccc32)SC1=S	-20	7	3	0.8	-7
18	CN(CCc1ccccn1)C(=O)CN(C)S(=O)(=O)c1ccc2c(c1)c(=O)n(C)c(=O)n2C	-9	-4	12	1	-2
19	CN1CC(c2ccc(C#N)cc2)C2(COc3ccccc3C2=O)C12C(=O)Nc1ccccc12 (stereo not drawn)	/	61	31*	1.3	-6
20	COc1ccc(CCN2CNc3c(c(=O)n(C)c(=O)n3C)C2)cc1	-2	/	6	1.1	/

No.	PostGolgi yeast	sEH activator	S1P2 blocker	E coli WT exp
11	11	8	-3	1
12	2	3	-10	-9
13	-2	/	20	-1
14	4	19	-12	9
15	2	-3	6	3
16	6	13	19	5
17	14	-2	-8	-14
18	-6	6	-6	6
19	9	-60	4	-1
20	0	/	/	2

# New compounds follow.
No.	SMILES	CD11b adhes inh	sEH inh	PostGolgi ctrl	PLAP act	S1P2 agonist
21	O=C1c2ccccc2NC(c2ccccc2)N1c1ccc(O)cc1 (stereo not drawn)	-5	4	6	0.9	-7
22	Cn1c(=O)c2c(nc(N3CCN(c4ccccc4)CC3)n2CCCc2ccccc2)n(C)c1=O	-18	-13	2	0.9	-2
23	CC(C)(C)NS(=O)(=O)c1ccc(NS(=O)(=O)Cc2ccccc2)cc1	-15	5	8	1.3	-2
24	Nc1cc(Cl)ccc1N1CCOCC1	-7	/	0	1.1	0
25	CC1CCCN(S(=O)(=O)c2coc(C(N)=O)c2)C1 (stereo not drawn)	/	7	-6	/	-3
26	CCOC(=O)c1cc2sc(C)cc2n1CC(=O)N1CCOCC1	2	10	1	1.3	-3
27	Cc1occc1C(=O)N1CCCc2ccccc21	-3	-3	8	1.1	-4
28	CCCCNC(=O)C1COc2ccccc2O1 (stereo not drawn)	6	-2	15	1.3	-8
29	CC/C(=N\NC(=O)CNC(=O)/C=C/c1ccco1)c1ccccc1	1	6	10	1.1	-6
30	O=C(Nc1ccc(Cl)cc1)c1ccc2c(c1)OCO2	-5	45	3	1	-3

No.	PostGolgi yeast	sEH activator	S1P2 blocker	E coli WT exp
21	9	-4	4	-3
22	2	13	5	-3
23	-4	-5	2	6
24	-3	/	-13	8
25	-2	-7	-2	6
26	0	-9	1	-2
27	-4	2	16	9
28	-2	-1	19	-5
29	5	-6	-19	-1
30	7	-47	12	3

# Following part
No.	SMILES	CD11b adhes inh	sEH inh	PostGolgi ctrl	PLAP act	S1P2 agonist
31	Cc1cccc(CN2CCNC2=O)c1	/	/	-4	/	-8
32	CCOC(=O)c1[nH]c(C)c(/C=N/O)c1C	-4	3	10	1	-6
33	O=C(Nc1ccccc1)N(CCCN1CCOCC1)Cc1cc2cc3c(cc2[nH]c1=O)OCCO3	/	5	-5	/	1
34	C=CCn1c(SCC(=O)Nc2cc(C)ccc2OC)nnc1-c1ccco1	2	4	6	1.3	-3
35	O=C(Nc1cccc(-c2nc3cccnc3s2)c1)c1ccco1	50	-6	2	0.8	-3
36	CC1CC(C(F)(F)F)n2ncc(C(=O)O)c2N1 (stereo not drawn)	-15	/	5	1.1	/
37	Cc1ccc(CNC(=O)C2(NC(=O)Nc3ccc(C)cc3)CCCCC2)cc1	/	4	10	0.9	1
38	CN1CCN(C(=O)c2cnn(-c3ccccc3)c2NC(=O)c2ccccc2F)CC1	-12	-10	1	1.1	-6
39	N#CC1=C(Nc2ccccc2)SC=C(c2ccccc2)N=C1N1CCOCC1	2	-18	-13	0.8	-5
40	COc1ccc(CCNC(=O)c2cc(-c3ccc(C)c(C)c3O)n[nH]2)cc1OC	-6	-3	6	2.1*	-2

No.	PostGolgi yeast	sEH activator	S1P2 blocker	E coli WT exp
31	0	/	-13	13
32	1	-5	-7	10
33	5	-5	-56	-1
34	-3	-5	-15	5
35	11	7	-26	-6
36	5	/	/	6
37	-3	-3	27	-21
38	-13	8	8	-2
39	8	15	-5	9
40	-3	0	-4	-5

# Other compounds.
No.	SMILES	CD11b adhes inh	sEH inh	PostGolgi ctrl	PLAP act	S1P2 agonist
41	COc1ccc(-c2nnc3c4ccccc4c(C)nn23)cc1	-2	6	44*	1.5	-3
42	COC(=O)C1=[N+]([O-])OC(C(=O)OC)C1c1c[nH]c2ccccc12 (stereo not drawn)	5	-24	-7	1.1	-4
43	CCOC(=O)c1sc2ncnc(OC)c2c1C	13	-8	-7	1.2	3
44	CCCc1cc(=O)[nH]c(SCC(=O)Nc2nonc2N)n1	-19	/	2	0.8	-1
45	COc1ccc(-c2nc(N3CCCCCC3)sc2C(=O)c2ccccc2)cc1	-8	-6	16	1	2
46	CN1CCN(C(=O)C2CC(c3c(F)cccc3Cl)=NO2)CC1 (stereo not drawn)	/	1	-3	1	-5
47	CCc1nnc(NC(=O)Cn2nc(-c3ccc(OC)c(OC)c3)ccc2=O)s1	-14	6	3	1	-1
48	COc1ccc(C)cc1S(=O)(=O)N(C)CC(=O)N1CCCCC1	/	5	/	/	-6
49	O=C(C1CCCN1S(=O)(=O)c1cccc2cccnc12)N1CCN(c2ccccc2)CC1 (stereo not drawn)	3	1	-7	1.7	-6
50	CC(=O)NC1=NN(c2ccccc2)C(=O)C1	/	-1	-5	1.3	-8

No.	PostGolgi yeast	sEH activator	S1P2 blocker	E coli WT exp
41	1	-6	-10	-18
42	1	24	-14	-2
43	17	8	8	7
44	2	/	8	2
45	-7	8	-6	-17
46	-1	-3	2	10
47	2	-4	-2	0
48	/	-5	7	/
49	-3	-4	13	4
50	0	-2	33	-4

# More results
No.	SMILES	CD11b adhes inh	sEH inh	PostGolgi ctrl	PLAP act	S1P2 agonist
51	COc1cccc(NC(=O)c2ccccc2SC)c1	4	-11	12	0.9	-3
52	Cc1ccc(C)c(NC(=O)CCC(=O)NNC(=O)c2cccc([N+](=O)[O-])c2)c1	2	3	5	1.6	-5
53	COC(=O)C1=CN(C)C=C(C(=O)OC)C1c1ccc(O)c(OC)c1	3	0	4	1.2	-6
54	CCOc1ccc(NC(=S)Nc2cc(-c3ccccc3)[nH]n2)cc1	/	0	5	1.1	-1
55	Cc1ccc(-c2cc(C(F)F)n3ncc(C(=O)Nc4ccc(S(=O)(=O)Nc5ccccc5C)cc4)c3n2)cc1	/	-8	2	1.1	-8
56	CC(=O)OC1COC(n2ccc3cc([N+](=O)[O-])ccc32)C(OC(C)=O)C1OC(C)=O (stereo not drawn)	/	7	/	/	-4
57	Cc1cc(C)n(C(=O)c2ccncc2)n1	-4	8	4	1	-6
58	O=C(Cn1cc(/C=N/O)c2ccccc21)N1CCOCC1	-19	-20	1	1.2	-2
59	O=C(Nn1c(-c2ccc(F)cc2)nc2ccccc2c1=O)C1CCCCC1	-2	-12	4	1.4	-5
60	CCOC(=O)c1c(C)[nH]c(C(=O)CSc2nnc(CC(C)c3ccccc3)o2)c1C (stereo not drawn)	-13	/	-2	/	/

No.	PostGolgi yeast	sEH activator	S1P2 blocker	E coli WT exp
51	0	15	-3	3
52	-5	-2	5	-9
53	18	3	0	0
54	8	1	19	0
55	0	8	12	-12
56	/	-4	-6	/
57	4	-8	2	0
58	-15	23	-11	-8
59	-10	11	-18	-1
60	-6	/	/	-9

# Part of the list above, set out differently.
# Below each SMILES: CD11b adhes inh, sEH inh, PostGolgi ctrl, PLAP act, S1P2 agonist, PostGolgi yeast, sEH activator, S1P2 blocker, E coli WT exp
[47] CCc1nnc(NC(=O)Cn2nc(-c3ccc(OC)c(OC)c3)ccc2=O)s1
    -14, 6, 3, 1, -1, 2, -4, -2, 0
[48] COc1ccc(C)cc1S(=O)(=O)N(C)CC(=O)N1CCCCC1
    /, 5, /, /, -6, /, -5, 7, /
[49] O=C(C1CCCN1S(=O)(=O)c1cccc2cccnc12)N1CCN(c2ccccc2)CC1 (stereo not drawn)
    3, 1, -7, 1.7, -6, -3, -4, 13, 4
[50] CC(=O)NC1=NN(c2ccccc2)C(=O)C1
    /, -1, -5, 1.3, -8, 0, -2, 33, -4
[51] COc1cccc(NC(=O)c2ccccc2SC)c1
    4, -11, 12, 0.9, -3, 0, 15, -3, 3
[52] Cc1ccc(C)c(NC(=O)CCC(=O)NNC(=O)c2cccc([N+](=O)[O-])c2)c1
    2, 3, 5, 1.6, -5, -5, -2, 5, -9
[53] COC(=O)C1=CN(C)C=C(C(=O)OC)C1c1ccc(O)c(OC)c1
    3, 0, 4, 1.2, -6, 18, 3, 0, 0
[54] CCOc1ccc(NC(=S)Nc2cc(-c3ccccc3)[nH]n2)cc1
    /, 0, 5, 1.1, -1, 8, 1, 19, 0
[55] Cc1ccc(-c2cc(C(F)F)n3ncc(C(=O)Nc4ccc(S(=O)(=O)Nc5ccccc5C)cc4)c3n2)cc1
    /, -8, 2, 1.1, -8, 0, 8, 12, -12
[56] CC(=O)OC1COC(n2ccc3cc([N+](=O)[O-])ccc32)C(OC(C)=O)C1OC(C)=O (stereo not drawn)
    /, 7, /, /, -4, /, -4, -6, /
[57] Cc1cc(C)n(C(=O)c2ccncc2)n1
    -4, 8, 4, 1, -6, 4, -8, 2, 0
[58] O=C(Cn1cc(/C=N/O)c2ccccc21)N1CCOCC1
    -19, -20, 1, 1.2, -2, -15, 23, -11, -8
[59] O=C(Nn1c(-c2ccc(F)cc2)nc2ccccc2c1=O)C1CCCCC1
    -2, -12, 4, 1.4, -5, -10, 11, -18, -1
[60] CCOC(=O)c1c(C)[nH]c(C(=O)CSc2nnc(CC(C)c3ccccc3)o2)c1C (stereo not drawn)
    -13, /, -2, /, /, -6, /, /, -9

# (continued)
No.	SMILES	CD11b adhes inh	sEH inh	PostGolgi ctrl	PLAP act	S1P2 agonist
61	CC(C)CC(c1nnnn1CC1CCCO1)N1CCN(c2cccc(Cl)c2)CC1 (stereo not drawn)	/	/	34*	/	-7
62	Cc1ccc(NS(=O)(=O)c2ccc(CCC(=O)O)cc2)cc1	-9	/	21	1	/
63	CCOc1ccc(NC(=O)c2ccc(S(=O)(=O)N(C)C)cc2)cc1	-9	/	4	1.1	/
64	CCc1ccccc1NC(=O)CSc1nnc([C@H](CCSC)NC(=O)OC(C)(C)C)o1	-5	-1	-2	1.7	-2

No.	PostGolgi yeast	sEH activator	S1P2 blocker	E coli WT exp
61	4	/	-13	7
62	2	/	/	6
63	6	/	/	2
64	-1	3	-9	0

# From PubChem BioAssay
